Source: PubChem BioAssay
Rin1 Abl inh: inhibitors of human Rin1-Abl protein interaction; P00519+Q13671; TR-FRET Rin1/Abl binding, biochemical; inhibition, % at 7.35 µM; 360,000 compounds, 0.4% hits; in the data active means inhibition above about 5%, passing the limit was not always enough
STEP block: blocks human striatal-enriched tyrosine phosphatase; inhibition, % at 20 µM; AID 588621; recombinant STEP, OMFP fluorogenic substrate, fluorescence; 360,000 compounds, 0.25% hits;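 active means inhibition at 20 µM, scaled per plate between control wells, above about 37%, limit read from the data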;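 further: 0% = DMSO with enzyme and substrate and 100% = substrate only without enzyme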
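medium = Bis-Tris buffer pH 6.0, 2.5 mM DTT, 0.005% Tween 20 | test system = STEP (striatal-enriched tyrosine phosphatase) enzyme, cell-free | measure = normalized % inhibition | compound dosing = 20 µM, 1% DMSO | also added = 25 µM OMFP | schedule = reaction 20 min, ambient temperature | measured by = fluorescence read at 480 nm ex / 540 nm em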
CSN inh: inhibitors of human CSN-mediated cullin deneddylation; Purified CSN, SCF-Nedd8-OG deneddylation, fluorescence polarization; inhibition, % at 12.5 µM; Q92905; 360,000 compounds, 0.38% hits; AID 651999;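 active means pattern-corrected inhibition above about 35%, with an unprinted fluorescence ratio check between 0.5 and 1.5, limit read from the data, passing the limit was not always enough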;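 further: 0% = enzyme with substrate and 100% = substrate without enzyme; some results filed as inactive read as strong as hits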
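assay system = purified human Csn5 enzyme expressed in HEK293T cells | amount = 0.24 nM enzyme | buffer or medium = Tris/NaCl/DTT buffer, pH 7.5 | reagent = 10 nM SCFSkp2-Nedd8OG | compound = one concentration, 12.5 µM, 0.25% DMSO | times = 90 min reaction at room temperature | signal = FP | read-out basis = % inhibition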
Neddylation inh: blocks human cullin neddylation. TR-FRET cullin neddylation, biochemical. 360,000 compounds, 0.58% hits. P61081+Q13564. calls only at 25 µM; in the data active means inhibition above about 36%
Target sequence (P61081 whole entry, looked up): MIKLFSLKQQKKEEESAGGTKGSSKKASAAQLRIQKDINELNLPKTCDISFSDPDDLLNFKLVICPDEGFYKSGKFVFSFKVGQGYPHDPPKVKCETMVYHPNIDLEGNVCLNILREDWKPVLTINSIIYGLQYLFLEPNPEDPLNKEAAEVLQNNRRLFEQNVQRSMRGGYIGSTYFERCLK
Target sequence (Q13564 whole entry, looked up): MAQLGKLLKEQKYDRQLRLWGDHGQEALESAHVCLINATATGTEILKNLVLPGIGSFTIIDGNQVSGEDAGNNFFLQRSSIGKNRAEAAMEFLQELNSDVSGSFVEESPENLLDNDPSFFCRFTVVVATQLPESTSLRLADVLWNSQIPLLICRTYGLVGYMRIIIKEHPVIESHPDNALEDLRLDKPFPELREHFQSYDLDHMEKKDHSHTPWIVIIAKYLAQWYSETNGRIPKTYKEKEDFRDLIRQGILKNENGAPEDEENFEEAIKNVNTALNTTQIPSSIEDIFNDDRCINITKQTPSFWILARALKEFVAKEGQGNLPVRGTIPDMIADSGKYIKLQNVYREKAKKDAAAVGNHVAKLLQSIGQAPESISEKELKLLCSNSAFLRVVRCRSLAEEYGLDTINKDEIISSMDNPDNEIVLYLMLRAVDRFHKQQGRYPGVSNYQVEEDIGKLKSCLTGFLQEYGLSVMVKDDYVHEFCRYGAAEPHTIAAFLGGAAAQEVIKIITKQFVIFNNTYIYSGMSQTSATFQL
DNMT1 block: DNMT1 (human) enzyme inhibition; P26358; inhibition (reported as % activation of signal), % at 10 µM; 360,000 compounds, 0.83% hits; DNMT1 molecular beacon, Hinp1I cleavage, fluorescence; AID 588458; in the data active means inhibition above about 50%
Rpn11 inh: Rpn11 (human) deubiquitinase inhibition; 360,000 compounds, 0.59% hits; human 26S proteasome, Ub4-pepOG fluorescence polarization; 20S core pre-blocked with epoxomicin; calls only at 20 µM;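 active means inhibition at 20 µM, scaled to each plate's controls, above about 33%, limit read from the data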
Target sequence (O00487 whole entry, looked up): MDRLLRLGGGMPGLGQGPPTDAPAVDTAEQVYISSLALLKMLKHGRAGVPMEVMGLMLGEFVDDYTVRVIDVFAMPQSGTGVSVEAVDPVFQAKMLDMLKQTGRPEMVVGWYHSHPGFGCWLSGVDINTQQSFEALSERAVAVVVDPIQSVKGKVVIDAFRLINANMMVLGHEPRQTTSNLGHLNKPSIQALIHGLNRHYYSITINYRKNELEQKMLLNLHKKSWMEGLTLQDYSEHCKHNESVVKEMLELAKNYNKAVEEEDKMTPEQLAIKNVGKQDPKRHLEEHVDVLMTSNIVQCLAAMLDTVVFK
NadD inh: inhibitors of Staphylococcus aureus NadD. purified NadD enzyme, colorimetric absorbance read-out. inhibition, % at 20 µM. 360,000 compounds, 0.78% hits. AID 602399; in the data active means inhibition above about 26%; further: some compounds past the cut are filed as inactive
SUMO1 PPI mod: modulators of human SUMO1-mediated protein-protein interactions; inhibition, % at 20 µM; 360,000 compounds, 0.33% hits; P63165; SUMO1 binding to a labelled peptide, TR-FRET, 1 h; in the data active means inhibition above about 37%
Scp-1 inhibitor: inhibitors of human Scp-1 phosphatase; Q9GZU7; 340,000 compounds, 0.88% hits; inhibition, % at 20 µM; Recombinant Scp1, phosphopeptide, malachite green phosphate absorbance;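 active means inhibition above about 50% at 20 µM, limit read from the data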;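 further: plate controls were DMSO wells with enzyme for no effect and wells lacking enzyme for full effect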
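Test system: SCP-1 catalytic domain; Buffer or medium: Acidic Tris acetate buffer with magnesium and detergent; Also added: Phosphorylated 17-residue peptide substrate; Compound: single 20 µM dose, 1% DMSO; Schedule: enzyme reaction 45 min at room temperature, colour 5 min, stabilisation 30 min; Signal: Phosphate-binding colour reagent, absorbance read at 630 nm.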
LMPTP block: LMPTP (human) inhibition. inhibition, % at 20 µM. recombinant LMPTP-A, OMFP fluorogenic substrate, fluorescence intensity. 360,000 compounds, 0.22% hits;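 active means compounds that cut the enzyme signal by at least half of the control window in the single-dose screen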;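 further: plate controls were DMSO wells with enzyme plus substrate for no effect and substrate without enzyme for full effect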
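Test system: LMPTP-A, protein tyrosine phosphatase of low molecular weight; Input: 0.625 nM enzyme; Incubation: 50 min dark incubation at room temperature; Signal: endpoint fluorescence intensity from OMFP dephosphorylation; Read-out basis: % inhibition versus control wells.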
Starred values were filed as active, the others as inactive; i = inactive; nt = no result given; + = active, no number.

entry | Molecule | LMPTP block | CSN inh | Rin1 Abl inh | Rpn11 inh | Neddylation inh | Scp-1 inhibitor | DNMT1 block | NadD inh | SUMO1 PPI mod | STEP block
1 | COc1ccc(-n2nc(C(=O)c3cccs3)cc(-c3nc4ccccc4[nH]3)c2=N)cc1 | 27 | 4 | -4 | i | i | 16 | 33 | 17 | -1 | 4
2 | CCCC(=O)Nc1ccccc1NC(C)=O | -1.1 | -2 | 0 | i | i | 2 | 3 | 0 | 1 | 0
3 | COCC(C)n1c(C)cc(C(=O)COc2ccc(C)nc2[N+](=O)[O-])c1C (centres undefined) | -1.3 | 3 | -4 | i | i | -1 | 4 | -1 | -13 | -1
4 | COc1ccc(CN2CCCCC2c2cccnc2)c(OC)c1C (centres undefined) | -4.0 | -2 | -3 | i | i | -7 | 0 | 2 | 0 | -1
5 | O=C(CCC1CCCC1)c1c(O)c2ccccc2oc1=O | 0.9 | 0 | -4 | i | i | -12 | 1 | 3 | 2 | 0
6 | COc1ccc(-c2nc3ccccc3o2)cc1OC | -0.3 | 1 | 0 | i | i | -12 | -1 | -11 | 1 | -1
7 | COc1ccc(/C=N/NC(=O)c2ccccc2O)cc1COc1ccccn1 | -0.8 | -7 | 4 | i | i | 2 | 0 | 3 | 0 | 1
8 | O=C(Nc1ccc2oc(-c3ccccc3F)nc2c1)c1ncn[nH]1 | -0.1 | -3 | -4 | i | nt | 34 | 2 | 6 | 19 | 22
9 | COc1ccc(-n2c(C)nnc2SCC(=O)N2C(C)CCCC2C)cc1 (centres undefined) | -1.7 | 7 | 3 | i | i | 0 | 0 | 4 | 1 | -1
10 | Cc1cccc(S(=O)(=O)N(C)C[C@H]2OCc3cn(nn3)CCCC(=O)N([C@@H](C)CO)C[C@@H]2C)c1 | 0.2 | 4 | -1 | i | i | nt | 0 | 2 | 2 | -2
11 | O=C(COC(=O)c1ccc(OC(F)(F)F)cc1)Nc1ncccn1 | -0.6 | 6 | 1 | i | i | 82* | 20 | 3 | 11 | -2
12 | COc1ccc(N(CC(=O)Nc2ccc3c(c2)OCCO3)S(=O)(=O)c2cccnc2)cc1 | 0.8 | -2 | -2 | i | i | -1 | 3 | 2 | 0 | -3
13 | CCN(CC)S(=O)(=O)c1cc([N+](=O)[O-])ccc1NNC(=O)Nc1ccccc1OC | 1.2 | 4 | 0 | i | i | -7 | -8 | 0 | -17 | -2
14 | NS(=O)(=O)c1cc(C(=O)OCC(=O)N2CCc3ccccc3C2)ccc1Cl | -0.2 | 4 | 3 | i | i | 1 | -3 | -3 | -1 | 1
15 | CC(=O)[C@@]1(O)CC[C@H]2[C@@H]3C[C@H](C)C4=CC(=O)C=C[C@]4(C)[C@@]3(F)[C@@H](O)C[C@@]21C | -1.7 | -1 | 2 | i | i | -6 | 80* | -1 | -3 | 0
16 | COc1ccc(NS(=O)(=O)c2ccc(C)c(C(=O)N3CCC3)c2)cc1 | -1.3 | 3 | -3 | i | i | -2 | 4 | 0 | 4 | 5
17 | O=c1cc(CN2CCc3ccccc3C2)nc2sccn12 | 0.1 | 4 | -2 | i | i | 2 | -7 | 3 | 1 | 0
18 | Cn1c2ccccc2c2cc(C(=O)OCC(=O)N3CC(=O)Nc4ccccc43)sc21 | 3.7 | 1 | 0 | + | i | -2 | 3 | 24 | -10 | 6
19 | COc1cc(C(=O)NNC(=O)Nc2ccc([N+](=O)[O-])cc2)cc(OC)c1OC | -1.4 | 1 | 2 | i | i | -1 | 5 | 1 | -11 | 1
20 | Cc1cc(C)c(C2C(C#N)=C(N)Oc3n[nH]c(C)c32)cc1CN1CCOCC1 (centres undefined) | -0.8 | 3 | 0 | i | i | 2 | 2 | -2 | 3 | 2
21 | COc1cccc(/C=N/n2c(COc3ccccc3)n[nH]c2=S)c1OC | -0.5 | 6 | 1 | i | i | -4 | 1 | -4 | 6 | 1
22 | CCOC(=O)N1CCN(C(=O)CCn2nc(-c3ccc(Cl)cc3)ccc2=O)CC1 | -0.6 | -2 | 1 | i | i | -13 | 1 | -2 | -6 | 1
23 | CCCCCCC/C=N/Nc1nnc(Cc2ccccc2)c(=O)[nH]1 | -2.0 | -1 | 0 | i | i | -3 | 17 | 2 | -1 | 1
24 | C/C(N)=C(/C#N)C(=O)CSc1nc2ccccc2c(=O)n1Cc1ccc(F)cc1 | 17 | 10 | 0 | i | i | 73* | 34 | -8 | 0 | 24
25 | Cc1ccc(Nc2cc(C)nc3nc(C)nn23)c(C)c1 | -0.8 | -7 | 0 | i | i | 2 | 3 | 1 | 10 | 4

Continuation.
entry | Molecule | LMPTP block | CSN inh | Rin1 Abl inh | Rpn11 inh | Neddylation inh | Scp-1 inhibitor | DNMT1 block | NadD inh | SUMO1 PPI mod | STEP block
26 | COc1ccc(S(=O)(=O)/C(C#N)=C/Nc2ccc(NC(C)=O)cc2)cc1 | -0.3 | 1 | -2 | i | i | -21 | -1 | -7 | -1 | -1
27 | COc1nccc(Nc2ccccc2)c1C#N | -1.1 | 0 | 0 | i | i | -5 | 3 | -3 | 0 | -1
28 | CCc1ccc(-c2cc(C(F)(F)F)n3nc(C(=O)Nc4cnn(Cc5ccc(C)cc5)c4)cc3n2)s1 | 2.9 | 10 | 1 | i | nt | -4 | 56* | 17 | -5 | 20
29 | Cc1ccccc1NC(=O)c1oc(=O)c2ccccc2c1-c1ccccc1 | 1.3 | 3 | 0 | i | i | -2 | 3 | -6 | -3 | 1
30 | O=C1C(=O)N(CCCn2ccnc2)C(c2ccc(Cl)cc2)/C1=C(\O)c1ccc2c(c1)OCCO2 (centres undefined) | 6.8 | 3 | -7 | i | i | 5 | 1 | 12 | -7 | 6
31 | COc1ccc(N2CCN(C(=O)CSc3nnnn3-c3ccc4c(c3)OCCO4)CC2)cc1 | 2.0 | -2 | 2 | i | i | -5 | -2 | -2 | 0 | 2
32 | Cc1cc(OCc2cc(C(=O)N(C)C3CCOCC3)no2)cc(C)c1Cl | 1.4 | 2 | 5 | i | i | -10 | 1 | -11 | 8 | 1
33 | Cc1ccc(S(=O)(=O)N(CC(=O)N2CCOCC2)c2ccc(Br)cc2)cc1 | -1.2 | -1 | 1 | i | i | -6 | 2 | -5 | 1 | 1
34 | O=C(NN1CCOCC1)c1ccccc1Br | -2.4 | -3 | -2 | i | i | 0 | -5 | -4 | -1 | 2
35 | O=C(CN1C(=O)NC2(CCCC2)C1=O)NCCN1C(=O)S/C(=C\c2ccccc2F)C1=O | -0.1 | 1 | -6 | i | i | -1 | -1 | -4 | -25 | 0
36 | CC1(C)CC(=O)C(CC(=O)NC(=O)NCc2ccccc2)=C(O)C1 | -1.4 | 5 | 1 | i | i | -7 | 1 | 0 | 5 | -3
37 | O=C(NCc1cccs1)C1CCCN1C(=O)Nc1ccccc1Cl (centres undefined) | -0.7 | -1 | 0 | i | i | -5 | 2 | -6 | 12 | -4
38 | CCN(CC(=O)NCCc1ccc(F)cc1)Cc1nc2ccccc2c(=O)[nH]1 | -2.8 | -8 | -2 | i | i | 0 | -2 | -3 | 1 | -1
39 | COc1ccccc1NC(=O)c1ccccc1-c1nc(-c2ccccc2OC)no1 | -0.6 | 4 | -1 | i | i | -10 | -11 | -10 | 3 | 1
40 | NCCCC(=O)N1c2ccccc2Sc2ccccc21 | -1.0 | 2 | 3 | i | i | -6 | -3 | 0 | -14 | -2
41 | CN1CCN(C2=C(NS(=O)(=O)c3cccs3)C(=O)c3ccccc3C2=O)CC1 | -0.2 | 1 | -10 | i | i | 3 | -12 | -5 | -31 | -2
42 | Cc1[nH]c(-c2ccco2)nc1C(=O)O | 0.1 | 2 | -2 | i | i | -5 | 1 | 1 | 1 | -15
43 | COc1ccc2[nH]c(C(=O)N(C)Cc3ccccc3)c(C)c2c1 | 0.7 | -1 | -2 | i | i | -16 | 3 | -8 | 2 | 0
44 | O=C(O)/C=C/C(=O)NCc1csc2ccccc12 | -0.4 | 3 | -1 | i | i | -4 | 1 | 3 | -2 | 2
45 | Cc1sc(NC(=O)c2cc3ccccc3oc2=O)c(C(=O)OC(C)C)c1-c1ccccc1 | -0.1 | 0 | -3 | i | i | -5 | 7 | -5 | -2 | 1
46 | Cc1cccc(N2C(=O)CC(N3CCN(c4ccccn4)CC3)C2=O)c1 (centres undefined) | -1.3 | -2 | 4 | i | i | -3 | 0 | -7 | -2 | 1
47 | CCOc1ccc(NC(=O)CSc2nnc(C3CC3)n2C)cc1 | -1.0 | 1 | 2 | i | i | -7 | 1 | -6 | -4 | 1
48 | COc1ccc(OC)c(NC(=O)c2cc(-c3cc(C)c(C)cc3O)n[nH]2)c1 | 0.5 | 4 | -1 | i | nt | -9 | 0 | 5 | -4 | 1
49 | CCCNC(=O)C1(C)CCCN(Cc2cccs2)C1 (centres undefined) | -2.2 | -3 | -6 | i | i | nt | 0 | 1 | 1 | 2
50 | CSCCC(NC(=O)c1ccccc1)C(=O)OCC(=O)c1ccc[nH]1 (centres undefined) | -1.5 | 5 | -3 | i | i | -2 | -14 | 3 | 3 | -7

Ordered by count of non-hydrogen atoms (lowest first): some entries from above.
entry | Molecule | LMPTP block | CSN inh | Rin1 Abl inh | Rpn11 inh | Neddylation inh | Scp-1 inhibitor | DNMT1 block | NadD inh | SUMO1 PPI mod | STEP block
42 | Cc1[nH]c(-c2ccco2)nc1C(=O)O | 0.1 | 2 | -2 | i | i | -5 | 1 | 1 | 1 | -15
49 | CCCNC(=O)C1(C)CCCN(Cc2cccs2)C1 (centres undefined) | -2.2 | -3 | -6 | i | i | nt | 0 | 1 | 1 | 2
26 | COc1ccc(S(=O)(=O)/C(C#N)=C/Nc2ccc(NC(C)=O)cc2)cc1 | -0.3 | 1 | -2 | i | i | -21 | -1 | -7 | -1 | -1

Continued:
entry | Molecule | LMPTP block | CSN inh | Rin1 Abl inh | Rpn11 inh | Neddylation inh | Scp-1 inhibitor | DNMT1 block | NadD inh | SUMO1 PPI mod | STEP block
51 | CC(C)c1c(C(=O)N/N=C2\CCc3ccccc32)nnn1-c1nonc1N | 7.6 | 5 | 2 | i | i | -4 | 5 | -3 | -4 | 5
52 | CCOc1ccc(C2=Nn3c(CC)nnc3SC2)cc1 | 0.5 | 3 | 2 | i | i | -7 | 2 | 1 | -4 | -3
53 | NNc1ccc2c(C(F)(F)F)cc(C(F)(F)F)nc2n1 | 4.6 | 2 | -1 | i | i | -6 | 3 | 10 | -7 | 2
54 | O=C(COC(=O)c1ccccc1)NCc1cccs1 | -2.2 | -2 | 2 | i | i | -4 | -1 | -6 | 2 | -1
55 | COCCCNC(=O)/C=C/c1cccc(Cl)c1 | -1.5 | 5 | -6 | i | i | -6 | 1 | -4 | -4 | -12
56 | CC(=O)NCCNc1nc2cc(-c3cccc(C(F)(F)F)c3)sc2c(=O)n1C | 2.6 | 4 | -4 | i | i | nt | 8 | -6 | -25 | 0
57 | COc1ccccc1NC(=O)N1CCCC1C(=O)NCc1cccs1 (centres undefined) | -0.2 | 1 | 2 | i | i | -7 | 2 | -4 | 6 | -1
58 | CCOC(=O)CC1=CSC2=NS(=O)(=O)CCN12 | -1.7 | -1 | -4 | i | i | -3 | 0 | -9 | 1 | -8
